Source: PubChem (several laboratories)
NCOA1 inh: human NCOA1 inhibition | HEK293 GAL4-SRC1 luciferase reporter, luminescence | Q15788 | AID 588354 | 0.12% of 360,000 active | inhibition, % at 3.6 µM;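 active means inhibition above the campaign mean plus 3 SD, with each screening campaign given its own cutoff, cut at about 60% in these data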;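 further: 0% = DMSO treated cells and 100% = gossypol at 36 µM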
EBV LMP1 NFkB: inhibitors of Epstein-Barr LMP1-induced NF-kappaB reporter; 0.69% of 350,000 active; AID 504558; inhibition, % at 12.5 µM; LMP1-induced NF-kappaB luciferase reporter cells, luminescence; in the data active means inhibition above about 41%;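 further: 0% = neutral control wells and 100% = reference inhibitor control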
TLR9-MyD88 inh: TLR9-MyD88 interaction inhibition. 0.21% of 340,000 active. CHO BLA complementation TLR9-MyD88, CCF4 FRET ratio. AID 504734. inhibition, % at 4.98 µM;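 active means inhibition above the mean over all tested compounds plus 3 SD, cut at about 21% in these data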;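 further: 0% = DMSO only wells and 100% = clavulanate BLA inhibitor control wells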
SRC2 inh: human SRC2 (NCOA2) inhibition. Q15596. inhibition, % at 9 µM. 0.17% of 370,000 active. AID 651957. HEK293 GAL4-SRC2 luciferase reporter, luminescence;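 active means inhibition above the mean inhibition of all tested compounds plus 3 SD, set per campaign, cut at about 52% in these data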;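 further: 0% = DMSO treated cells and 100% = cells given Gossypol at 36 µM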
Target sequence (Q15596 whole entry, looked up, the tested form may be a part): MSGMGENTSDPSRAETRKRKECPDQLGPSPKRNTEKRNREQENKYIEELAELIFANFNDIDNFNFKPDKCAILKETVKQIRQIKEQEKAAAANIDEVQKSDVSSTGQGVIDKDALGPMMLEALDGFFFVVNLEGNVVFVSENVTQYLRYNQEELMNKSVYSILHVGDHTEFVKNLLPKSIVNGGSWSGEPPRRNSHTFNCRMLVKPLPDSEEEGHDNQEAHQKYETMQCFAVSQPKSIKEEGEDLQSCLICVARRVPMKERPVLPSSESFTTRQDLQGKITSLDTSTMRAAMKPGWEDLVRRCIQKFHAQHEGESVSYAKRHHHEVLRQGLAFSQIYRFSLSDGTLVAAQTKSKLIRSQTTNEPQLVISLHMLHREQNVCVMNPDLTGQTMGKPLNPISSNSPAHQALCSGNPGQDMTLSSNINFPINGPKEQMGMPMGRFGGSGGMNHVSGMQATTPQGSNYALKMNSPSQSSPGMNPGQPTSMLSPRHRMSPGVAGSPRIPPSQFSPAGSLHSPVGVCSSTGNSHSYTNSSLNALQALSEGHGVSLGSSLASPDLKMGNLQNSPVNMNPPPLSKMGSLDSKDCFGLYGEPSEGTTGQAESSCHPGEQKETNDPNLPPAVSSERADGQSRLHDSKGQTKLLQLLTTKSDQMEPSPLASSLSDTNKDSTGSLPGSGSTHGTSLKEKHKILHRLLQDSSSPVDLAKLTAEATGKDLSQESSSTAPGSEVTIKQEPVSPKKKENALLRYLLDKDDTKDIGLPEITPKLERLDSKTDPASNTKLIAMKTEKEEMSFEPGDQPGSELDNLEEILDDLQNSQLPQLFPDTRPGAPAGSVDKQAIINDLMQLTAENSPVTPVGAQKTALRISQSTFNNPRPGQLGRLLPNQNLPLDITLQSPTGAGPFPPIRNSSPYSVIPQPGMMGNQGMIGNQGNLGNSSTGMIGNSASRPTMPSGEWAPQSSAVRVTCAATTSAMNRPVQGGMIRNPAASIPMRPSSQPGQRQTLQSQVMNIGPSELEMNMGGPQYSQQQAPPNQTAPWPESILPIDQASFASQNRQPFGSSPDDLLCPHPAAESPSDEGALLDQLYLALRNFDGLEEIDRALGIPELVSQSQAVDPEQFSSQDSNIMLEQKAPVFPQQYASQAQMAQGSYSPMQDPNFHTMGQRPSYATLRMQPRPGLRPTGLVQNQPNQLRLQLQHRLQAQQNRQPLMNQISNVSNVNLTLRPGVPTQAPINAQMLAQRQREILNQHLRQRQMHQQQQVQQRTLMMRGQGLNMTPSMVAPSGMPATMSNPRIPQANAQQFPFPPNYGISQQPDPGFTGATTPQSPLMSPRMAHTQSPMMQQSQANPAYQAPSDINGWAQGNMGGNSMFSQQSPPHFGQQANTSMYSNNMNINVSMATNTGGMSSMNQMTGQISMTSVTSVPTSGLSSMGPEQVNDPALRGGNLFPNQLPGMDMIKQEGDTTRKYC
MC4R barr agon: agonists of human melanocortin 4 receptor (MC4R) beta-arrestin; U2OS MC4R beta-arrestin complementation, luminescence; percent of melanotan II response, DMSO zero; activation, % at 8.9 µM; 0.98% of 360,000 active;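 active means activation above a per-plate cutoff, the mean activation of sample wells on that plate plus 3 SD, cut at about 8% in these data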
NOD2-RIPK2 inh: NOD2-RIPK2 protein interaction inhibition; O43353; CHO BLA complementation NOD2-RIPK2, CCF4 ratio; inhibition, % at 4.98 µM; 0.38% of 360,000 active; AID 624267; in the data active means inhibition above about 21%;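 further: 0% = vehicle only and 100% = reference blocker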
NCOA3 inh: human NCOA3 inhibition; inhibition, % at 3.6 µM; Q9Y6Q9; HEK293 GAL4-SRC3 luciferase reporter, luminescence; 0.17% of 360,000 active;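 active means inhibition above a per-campaign cutoff, the mean of all compounds plus 3 SD, cut at about 60% in these data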;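 further: 0% = DMSO-treated cells and 100% = gossypol-treated cells at 36 µM; higher means less SRC3-driven luciferase light from the GAL4 reporter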
MC4R antagonist: blocks human MC4R cAMP signaling; inhibition, % at 6.5 µM; AID 540295; MC4R-expressing cells, MTII-stimulated cAMP, LANCE TR-FRET; 0.48% of 360,000 active;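 active means inhibition above its plate's cutoff, the mean of tested wells on that plate plus 3 SD, cut at about 29% in these data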;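 further: 0% = Melanotan II alone and 100% = Melanotan II plus saturating MCL0020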
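System: U2OS-MC4R stable cell line; Technique: Eu-cAMP/anti-cAMP TR-FRET, emission 671 nm; Repeats: single well per compound; Also added: Melanotan II; Dosing: one concentration, 6.5 µM nominal; Schedule: 30-min compound, 1-h challenge, 1-h detection, room temperature.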
COUP-TFII inh: blocks human COUP-TFII nuclear receptor | P24468 | AID 686940 | inhibition, % at 8.6 µM | 0.7% of 370,000 active | HEK293T NGFI-A luciferase reporter, luminescence;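 active means inhibition above a per-plate cutoff, mean inhibition of test wells between control levels plus 3 SD, cut at about 38% in these data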;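 further: cells cotransfected with COUP-TFII expression vector driving the NGFI-A reporter; 0% = median of COUP-TF2 test wells and 100% = reporter-only cells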
ABHD5-PLIN5 inh: inhibitors of human ABHD5-perilipin-5 interaction; Q00G26+Q8WTS1; Split G. princeps luciferase complementation, luminescence, 4 h; inhibition, % at 4 µM; 0.78% of 360,000 active; AID 602281;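 active means inhibition above the mean inhibition across every tested compound plus 3 SD, cut at about 22% in these data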;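 further: 0% = DMSO only wells and the 100% control is not disclosed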
NR5A2 inv ag: NR5A2 inverse agonism in reporter assay. O00482. AID 602396. inhibition, % at 3.6 µM. HEK293T StAR-luciferase reporter, LRH-1 transfected, 24 h. 0.13% of 360,000 active;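 active means inhibition above the mean inhibition of all tested compounds plus 3 SD, cut at about 73% in these data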;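 further: 0% = DMSO wells and 100% = reporter-only cells lacking LRH-1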
* hit, by the source's call; nt = no result given. A portion of the library; count on the stated rates, not on these rows.

nr | Structure | NCOA1 inh | EBV LMP1 NFkB | TLR9-MyD88 inh | SRC2 inh | MC4R barr agon | NOD2-RIPK2 inh | NCOA3 inh | MC4R antagonist | COUP-TFII inh | ABHD5-PLIN5 inh | NR5A2 inv ag
1 | O=C(Cn1cc2c(n1)CCCCC2)Nc1ccccc1Cl | 11 | 1 | -5 | -18 | -0.3 | -5 | 7 | 3 | 8 | 2 | 4
2 | Cc1ccc(NCC(=O)Nc2cccc(F)c2)cc1S(=O)(=O)N1CCCCCC1 | 11 | 25 | 3 | 38 | 0.2 | -1 | 13 | 1 | 46* | 1 | 20
3 | CCN(CC)C(=O)Cn1cnc2sc(C(=O)N3CCN(Cc4ccc5c(c4)OCO5)CC3)c(C)c2c1=O | 1 | 7 | 3 | 20 | -2.6 | -6 | 1 | 17 | 35 | 3 | 4
4 | O=[N+]([O-])c1cccc(S(=O)(=O)Nc2cccc(-c3ccc(N4CCCC4)nn3)c2)c1 | -9 | -9 | 3 | -14 | -3.2 | 9 | -2 | -2 | 0 | -7 | -15
5 | Cc1ccc2nsnc2c1NS(=O)(=O)c1c(C)ccc2nsnc12 | -6 | 5 | -2 | -12 | -0.6 | 3 | 12 | 3 | 2 | -7 | -8
6 | COc1cc(C2C3=C(COC3=O)Oc3cc4c(cc32)OCO4)ccc1O (stereo not given) | 0 | 4 | -4 | 8 | -0.9 | 0 | 19 | -16 | -9 | 1 | 17
7 | S=c1nccc(-c2ccc3c(c2)CCO3)[nH]1 | 2 | -10 | 0 | -4 | -0.3 | -8 | -4 | 2 | 14 | 4 | -11
8 | Oc1cc2c(cc1O)C(c1ccccc1)CNCC2 (stereo not given) | -7 | 4 | 5 | -12 | -0.6 | -4 | -10 | -10 | -18 | -10 | 1
9 | Cc1ccc(C(=O)NC(NCc2ccccc2)C(Cl)(Cl)Cl)cc1 (stereo not given) | 2 | -1 | 4 | -13 | -2.5 | 5 | 7 | 5 | 0 | -2 | 15
10 | CC1(C)CC(=O)c2cnc(N3CCN(c4ccccc4)CC3)nc2C1 | -1 | 6 | -2 | -8 | -1.4 | 1 | 17 | 1 | 4 | -4 | 15
11 | Cc1ccc2cc(/C=N/Nc3nc4ccccc4[nH]3)c(Cl)nc2c1 | -74 | -2 | 1 | -84 | -3.0 | 9 | -55 | 5 | -18 | 3 | -57
12 | Cc1c(NC(=O)COC(=O)C23CC4CC(CC(Br)(C4)C2)C3)c(=O)n(-c2ccccc2)n1C | 16 | -4 | 9 | -17 | -0.8 | 2 | 2 | 8 | 8 | 3 | -1
13 | COc1ccc(NC(=O)Nc2nc(C(N)CC(C)C)cs2)cc1 (stereo not given) | 0 | nt | nt | -23 | -2.4 | -4 | 6 | -3 | -2 | 2 | 1
14 | COc1cc2c(cc1OC)C(c1cccc(Cl)c1Cl)CC(=O)N2 (stereo not given) | 11 | -4 | -18 | -11 | 0.0 | 3 | 1 | 9 | 0 | -2 | 11
15 | C[C@H]1CN([C@@H](C)CO)C(=O)CCCn2cc(nn2)CO[C@@H]1CN(C)C(=O)NC1CCCCC1 | 1 | nt | nt | -32 | nt | -7 | 10 | nt | -8 | 16 | -4
16 | Cc1c(C(=O)OCC(=O)Nc2c(C)n(C)n(-c3ccccc3)c2=O)cccc1[N+](=O)[O-] | -18 | -1 | 6 | -4 | 0.8 | -1 | -1 | 24 | 9 | -7 | 3
17 | Cc1cccc(OCCCC(=O)O)c1C | -10 | 4 | 8 | 6 | -0.5 | 0 | 13 | 2 | -6 | -5 | 10
18 | CCC1CCCCN1Cc1ccc(OC)c(OC)c1 (stereo not given) | -9 | 7 | 2 | nt | -2.4 | 0 | 20 | 3 | nt | -3 | 14
19 | Cc1ccc(NC(=O)C(C)Sc2nnc(-c3cccnc3)o2)cc1 (stereo not given) | -4 | 5 | 5 | -14 | 0.7 | 5 | -35 | -1 | -6 | 1 | 2
20 | CN1CC(=O)N(C)c2ncn(Cc3ccccc3)c2C1=O | -3 | -3 | -19 | -24 | -0.5 | 5 | 10 | 7 | 1 | -2 | 21
21 | C=CCc1cc(Cl)ccc1OCCNCCOC | 11 | -3 | -9 | 3 | 1.0 | -1 | 19 | 1 | 8 | 7 | -5
22 | O=c1nc2ccccc2c2n1CC(CN1CCN(c3ccccc3F)CC1)N2 (stereo not given) | 3 | 7 | -4 | -4 | -1.4 | 9 | 4 | 6 | -2 | 6 | 9
23 | CC(C)(C)OC(=O)NN=C(c1ccc(O)cc1)c1ccc(O)cc1 | 4 | -1 | 4 | -15 | -2.5 | -6 | 12 | -5 | -10 | -2 | -6
24 | COc1ccc(NC(=O)CCNS(=O)(=O)c2ccc(NC(C)=O)cc2)cc1Cl | 8 | -7 | -5 | -24 | -1.4 | -15 | 7 | -4 | 3 | 7 | 19

Sorted by molecular weight (descending): 10 of the compounds above.
nr | Structure | NCOA1 inh | EBV LMP1 NFkB | TLR9-MyD88 inh | SRC2 inh | MC4R barr agon | NOD2-RIPK2 inh | NCOA3 inh | MC4R antagonist | COUP-TFII inh | ABHD5-PLIN5 inh | NR5A2 inv ag
3 | CCN(CC)C(=O)Cn1cnc2sc(C(=O)N3CCN(Cc4ccc5c(c4)OCO5)CC3)c(C)c2c1=O | 1 | 7 | 3 | 20 | -2.6 | -6 | 1 | 17 | 35 | 3 | 4
12 | Cc1c(NC(=O)COC(=O)C23CC4CC(CC(Br)(C4)C2)C3)c(=O)n(-c2ccccc2)n1C | 16 | -4 | 9 | -17 | -0.8 | 2 | 2 | 8 | 8 | 3 | -1
4 | O=[N+]([O-])c1cccc(S(=O)(=O)Nc2cccc(-c3ccc(N4CCCC4)nn3)c2)c1 | -9 | -9 | 3 | -14 | -3.2 | 9 | -2 | -2 | 0 | -7 | -15
16 | Cc1c(C(=O)OCC(=O)Nc2c(C)n(C)n(-c3ccccc3)c2=O)cccc1[N+](=O)[O-] | -18 | -1 | 6 | -4 | 0.8 | -1 | -1 | 24 | 9 | -7 | 3
9 | Cc1ccc(C(=O)NC(NCc2ccccc2)C(Cl)(Cl)Cl)cc1 (stereo not given) | 2 | -1 | 4 | -13 | -2.5 | 5 | 7 | 5 | 0 | -2 | 15
6 | COc1cc(C2C3=C(COC3=O)Oc3cc4c(cc32)OCO4)ccc1O (stereo not given) | 0 | 4 | -4 | 8 | -0.9 | 0 | 19 | -16 | -9 | 1 | 17
19 | Cc1ccc(NC(=O)C(C)Sc2nnc(-c3cccnc3)o2)cc1 (stereo not given) | -4 | 5 | 5 | -14 | 0.7 | 5 | -35 | -1 | -6 | 1 | 2
11 | Cc1ccc2cc(/C=N/Nc3nc4ccccc4[nH]3)c(Cl)nc2c1 | -74 | -2 | 1 | -84 | -3.0 | 9 | -55 | 5 | -18 | 3 | -57
13 | COc1ccc(NC(=O)Nc2nc(C(N)CC(C)C)cs2)cc1 (stereo not given) | 0 | nt | nt | -23 | -2.4 | -4 | 6 | -3 | -2 | 2 | 1
20 | CN1CC(=O)N(C)c2ncn(Cc3ccccc3)c2C1=O | -3 | -3 | -19 | -24 | -0.5 | 5 | 10 | 7 | 1 | -2 | 21

Going on with the list.
nr | Structure | NCOA1 inh | EBV LMP1 NFkB | TLR9-MyD88 inh | SRC2 inh | MC4R barr agon | NOD2-RIPK2 inh | NCOA3 inh | MC4R antagonist | COUP-TFII inh | ABHD5-PLIN5 inh | NR5A2 inv ag
25 | C[C@H](NC(=O)OC(C)(C)C)c1nnc(SCC(=O)Nc2cccc(Cl)c2)o1 | 9 | -12 | 6 | -28 | 0.0 | 0 | -3 | -1 | 11 | -1 | 3
26 | CCOC(=O)COc1cc(OCC(=O)OCC)c2c3c(c(=O)oc2c1)CCCC3 | -17 | 10 | 1 | -1 | -1.5 | -2 | -6 | 26 | -11 | 1 | 40
27 | O=C(CNC1CCCCCC1)c1cccs1 | -12 | 1 | -4 | -2 | 6.0 | -9 | 27 | 2 | -4 | 14 | 13
28 | C[C@H]1CN([C@@H](C)CO)C(=O)c2cc(Br)cnc2O[C@@H]1CN(C)C(=O)c1ccncc1 | -13 | 2 | -2 | -2 | -1.5 | -15 | 10 | 3 | -9 | -2 | -4
29 | COc1cccc(NC(=O)c2ccccc2-c2ccccc2C(=O)O)c1 | 13 | -1 | -7 | -23 | 0.0 | -6 | -11 | 4 | 17 | -5 | -2
30 | Cc1cc(C(=O)OCC(=O)NCCC(C)C)c2ccccc2n1 | 3 | -30 | 0 | -9 | -0.1 | -11 | -18 | -1 | 0 | 2 | 26
31 | CCS(=O)(=O)c1ccc(O)c(NC(=O)COc2ccc(Cl)cc2)c1 | 5 | -11 | 3 | -8 | -2.1 | -2 | -12 | 18 | 5 | -1 | -5
32 | Cn1cc(CN2CC3C[C@@H]4CC2C[C@H](C3)C4)c(-c2ccc3c(c2)OCCO3)n1 | -16 | -9 | -2 | 1 | 1.3 | -1 | 10 | 20 | -8 | -6 | -28
33 | Cc1onc(-c2ccccc2Cl)c1C(=O)N1CCOC12CCN(c1cccc(F)n1)CC2 | -8 | -2 | -5 | -10 | -3.1 | -10 | 6 | -1 | -10 | -5 | 14
34 | CCc1cc2c(=O)c(-c3ccc4c(c3)OCCO4)coc2c(CN2CCCCC2C)c1O (stereo not given) | -25 | -5 | 6 | 1 | 0.0 | -10 | -21 | 9 | -41 | 5 | -34
35 | COc1cc(NC(=O)CNC(c2ccccc2)c2ccccc2)cc(OC)c1OC | -6 | 10 | 0 | 9 | -0.6 | 4 | 2 | 6 | 17 | -3 | -5
36 | CC1CCCCC1NC(=S)Nc1ccc(SC(F)F)cc1 (stereo not given) | -41 | 3 | 2 | -21 | 5.3 | 1 | -4 | 0 | -10 | -16 | -19
37 | COc1cc(/C=C/C(=O)OCC(=O)Nc2ccccc2Cl)cc(OC)c1OC | 1 | 1 | 6 | 0 | 15* | 2 | 12 | 1 | 1 | 1 | 12
38 | Cc1cccc(N2C(S)=C(C#N)C(=O)NC2c2cccs2)c1 (stereo not given) | 9 | 16 | -3 | -4 | -3.6 | 2 | 1 | 6 | 5 | -18 | 18
39 | O=C(O)C1SCCN1S(=O)(=O)c1ccc2ccccc2c1 (stereo not given) | -6 | 8 | 6 | 18 | -1.5 | -8 | 5 | 0 | 2 | 1 | -7
40 | CCOC(=O)C1(c2nc(N)cs2)COC(=O)C1 (stereo not given) | -17 | 5 | -7 | -13 | -2.0 | -1 | 11 | -3 | 5 | -9 | -11
41 | COc1ccccc1N1CCN(C2CCCN(C(=O)c3cc(C4CC4)on3)C2)CC1 (stereo not given) | -28 | 2 | -7 | 0 | -3.6 | -7 | 15 | -5 | -5 | -5 | -6
42 | O=C(COC(=O)C(Cc1ccccc1)NC(=O)c1ccco1)NC1CC1 (stereo not given) | -1 | -8 | -7 | 12 | -2.0 | -6 | 16 | 2 | 11 | -3 | 8
43 | O=C(c1cccs1)N(c1ccc(Br)cc1)C1C=CS(=O)(=O)C1 (stereo not given) | 3 | -2 | -10 | -7 | 0.3 | -4 | 28 | -3 | 5 | 13 | -1
